# Screens deposited in PubChem by National Center for Advancing Translational Sciences (NCATS).
# GCN5L2 inh = qHTS Assay for Inhibitors of GCN5L2 | Histone acetyltransferase KAT2A (Homo sapiens), Q92830 | GCN5L2 HAT assay, ThioGlo1 CoA-SH fluorescence | Potency, µM (titrated, usually from 58.9 µM), without a hit: at the highest dose activity change, negative = inhibition, actives largely listed as inhibitors | hit rate 0.21% among 390,000 | AID 504327, 2011
#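 Preincubate 20nM GCN5L2 with compound 15 min, RT → add 50uM ThioGlo1 + 75uM H3(1-25) + 70uM acetyl-CoA → read fluorescence 0 and 20 min. Primary qHTS; fluorescent artifacts likely.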
# N370S GC mod = qHTS Assay for Inhibitors and Activators of N370S glucocerebrosidase as a Potential Chaperone Treatment of Gaucher Disease; Potency, µM (highest dose often 59.4 µM), without a hit: at the highest dose activity change, negative = inhibition, usual class: inhibitors; N370S GC spleen homogenate, 4MU-glucoside fluorescence; AID 2101, 2009; Lysosomal acid glucosylceramidase (Homo sapiens), P04062; hit rate 0.092% among 330,000;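 also: 0% = full enzyme activity and -100% = no enzyme basal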
# FEN1 inhibitor = qHTS Assay for the Inhibitors of Human Flap endonuclease 1 (FEN1); Recombinant FEN1 flap cleavage, fluorescence, 15 min; Potency, µM (series often up to 114 µM), inactives show at the top dose activity change, negative = inhibition, actives largely listed as inhibitors; hit rate 0.35% among 390,000; AID 588795, 2011; also: nearly all actives have a fitted effect of over 65% in size
# Target sequence (P39748 whole entry, looked up): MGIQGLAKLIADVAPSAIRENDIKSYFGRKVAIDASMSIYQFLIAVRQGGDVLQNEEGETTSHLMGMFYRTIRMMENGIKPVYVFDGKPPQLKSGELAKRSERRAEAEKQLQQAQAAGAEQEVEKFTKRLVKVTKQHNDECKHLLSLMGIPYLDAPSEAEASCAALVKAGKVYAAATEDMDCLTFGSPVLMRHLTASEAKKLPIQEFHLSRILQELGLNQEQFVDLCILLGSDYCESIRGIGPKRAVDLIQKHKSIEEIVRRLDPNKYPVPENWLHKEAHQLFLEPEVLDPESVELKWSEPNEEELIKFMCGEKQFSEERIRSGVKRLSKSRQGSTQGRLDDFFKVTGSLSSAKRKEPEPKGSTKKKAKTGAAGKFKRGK
#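 With each library titrated from low to high concentration, compounds met 10 nM FEN1 for 15 min at room temperature before 50 nM substrate was added; readings at 0 and 15 min fed four-parameter Hill curve fits.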
# Active calls of the source: *; ? = inconclusive; / = not tested or not shown; & = joins results of further samples; [ ] = remark or other dose. Calls follow the shape of the dose curve; as a rule, active = well fitted curve in the direction sought with a large enough effect; inconclusive = small, poorly fitted or top-dose-only effect, or another doubt; inactive = no such curve, though single readings can be large; an effect the other way counts as inactive or inconclusive. Unless noted, % is scaled to controls: 0 for no effect and ±100 for the full control effect; potency is read from the fitted curve at half-maximal effect. These rows are one share of the data, so the mix of outcomes need not match the whole.
# Preview (6 entries):
structure | GCN5L2 inh | N370S GC mod | FEN1 inhibitor
Cc1csc2nc(O)c(C(=O)NCC3CCCO3)c(=O)n12 (stereo not given) | -3% | -5% | -2%
CCN(CC(=O)Nc1c(F)cccc1F)C(=O)CNC(=O)c1ccc2c(c1)OCO2 | 1% | 0% | -18%
CC(OC(=O)c1ccc2c(c1)C(=O)N(Cc1ccncc1)C2=O)C(=O)Nc1cccc(Cl)c1Cl (stereo not given) | -9% | -2% | -2%
CC(C)(C)Nc1nc(Cl)nc(NC(C)(C)C)n1 | 3% | 9% | 0%
CC1(C)CC2(CC(c3ccc(F)cc3)c3ccc(O)cc3O2)NC(=S)N1 (stereo not given) | -6% | 1% | -21%
COc1ccc(S(C)(=O)=O)cc1S(C)(=O)=O | 0% | 4% | 21%

# All compounds of this part, from the start:
structure | GCN5L2 inh | N370S GC mod | FEN1 inhibitor
Cc1csc2nc(O)c(C(=O)NCC3CCCO3)c(=O)n12 (stereo not given) | -3% | -5% | -2%
CCN(CC(=O)Nc1c(F)cccc1F)C(=O)CNC(=O)c1ccc2c(c1)OCO2 | 1% | 0% | -18%
CC(OC(=O)c1ccc2c(c1)C(=O)N(Cc1ccncc1)C2=O)C(=O)Nc1cccc(Cl)c1Cl (stereo not given) | -9% | -2% | -2%
CC(C)(C)Nc1nc(Cl)nc(NC(C)(C)C)n1 | 3% | 9% | 0%
CC1(C)CC2(CC(c3ccc(F)cc3)c3ccc(O)cc3O2)NC(=S)N1 (stereo not given) | -6% | 1% | -21%
COc1ccc(S(C)(=O)=O)cc1S(C)(=O)=O | 0% | 4% | 21%
COc1ccccc1N=C1SCC(=O)N1Cc1ccco1 | -1% | 1% | -7%
O=C(Nc1cnc2ccccc2c1)c1ccco1 | -6% | -15% | -8%
CCS(=O)(=O)c1nc(S(=O)(=O)c2ccc(C)cc2)c(NC)s1 | -1% | / | -3%
O=C1CCN(Cc2ccccc2)CCN1[C@H](COc1ccccc1)c1ccccc1 | -28% | -10% | -1%&8%
COCCN(C(=O)CSc1nnc(-c2ccco2)n1C)c1c(N)n(CC(C)C)c(=O)[nH]c1=O | -1% | / | 22%
Cc1ccc(C)c(-c2nn(CC(=O)Nc3cc(F)ccc3F)c(=O)c3c2CCCC3)c1 | -11% | / | -21%
OC(CN1CCN(c2ccccc2)CC1)c1ccc2c(c1)CCN2 (stereo not given) | -8% | 13% | -3%
O=C(Nc1ccccc1C(=O)O)c1ccc(CN2C(=O)c3ccccc3C2=O)cc1 | -13% | -11% | ?
CC(=O)N1CCC(N(C(=O)Nc2ccc(C)c(C)c2)C2CCCC2)CC1 | 1% | -1% | -1%
Cc1ccc(Nc2c(-c3ccc(N(C)C)cc3)nc3nc[nH]n23)cc1 | -1% | / | -17%
CC1CCCC(NC(=O)COC(=O)Cc2c[nH]c3ccccc23)C1C (stereo not given) | -6% | -11% | 1%
COC(=O)C1CCN(C(=O)/C=C/c2ccccc2)CC1 | 0% | 1% | 6%
Cc1ccccc1/C=N/Nc1ccnc2cc(Cl)ccc12 | -1% | -21% | -15%
COc1ccc(NC(=O)C2CC(=O)N(c3ccccc3C)C2)c(OC)c1 (stereo not given) | -1% | 1% | -3%
CC(=O)Nc1c2c(nn1-c1ccccc1C)CSC2 | 0% | -9% | 18%
COc1ccc(NC(=O)CSc2nnc(CNc3ccc(C)cc3)n2C)cc1 | -5% | -5% | -11%
COc1ccc(NC(=O)CSc2nc3c(c(=O)[nH]2)CN(Cc2ccccc2)CC3)cc1Cl | -5% | / | -15%
Cc1ccc(NC(=O)CSc2nc3nn(-c4ccccc4)c(=O)c-3c3n2CCCCC3)cc1F | -6% | / | 18%
COc1ccc(N2CCN(C(=O)CCNS(=O)(=O)c3ccc4c(c3)CCN4C(=O)C3CC3)CC2)cc1 | -11% | / | -8%

# Single records, from the list above:
# `CCS(=O)(=O)c1nc(S(=O)(=O)c2ccc(C)cc2)c(NC)s1` is listed as GCN5L2 inh: -1%; N370S GC mod: /; FEN1 inhibitor: -3%
# `COC(=O)C1CCN(C(=O)/C=C/c2ccccc2)CC1` is listed as GCN5L2 inh: 0%; N370S GC mod: 1%; FEN1 inhibitor: 6%

# New compounds follow.
structure | GCN5L2 inh | N370S GC mod | FEN1 inhibitor
O=C(CSc1nc2c(c(=O)[nH]1)CN(Cc1ccc3c(c1)OCO3)CC2)Nc1ccc(F)c(F)c1 | -8% | / | -2%
Cc1ccc(-n2c(C)cc(/C=c3/sc4nc5ccccc5n4c3=O)c2C)cc1 | -7% | -4% | -1%
O=C(COc1cccnc1[N+](=O)[O-])NCCc1ccccc1 | -7% | -1% | 6%
CC(OC(=O)Cc1ccc(Br)cc1)C(=O)NC1CCCC1 (stereo not given) | -3% | / | -7%
CCOc1cc(/C=N/N=C2/NC(=O)C(CC(=O)O)S2)ccc1OCc1ccc(Cl)cc1Cl (stereo not given) | -10% | -6% | ?
Fc1ccccc1NC(=S)N1CCCCC1 | 2% | 5% | -5%
C#CCn1cnc2c(cnn2-c2ccc(F)cc2)c1=O | 3% | / | 0%
CC(=O)NC1(c2ccc(F)cc2)CCN(C(=O)c2c(F)cccc2F)CC1 | -9% | -10% | 8%
COc1ccc(-c2cc(C(=O)NCC3CCCO3)c3ccccc3n2)cc1 (stereo not given) | -19% | 14% | 18%
CCc1sc(C(=O)Nc2cccc(-n3cnnn3)c2)cc1C | -3% | / | -2%
Cc1ccc(C)c(NC(=O)NNC(=O)c2cc3ccccc3cc2O)c1 | ? | -5% | -4%
Cc1ccccc1NC(=O)Cn1c(=O)n(Cc2ccco2)c(=O)c2ccc(C(=O)NC3CCCC3)cc21 | -4% | / | 2%
COc1ccc(NC(=O)CS(=O)(=O)c2ccc(Br)cc2)cc1 | -1% | -9% | -4%
Cc1cc(C)c(S(=O)(=O)NC(C)C)c(C)c1-n1cnnn1 | -6% | -8% | 1%
COc1cccc(CNc2nc3nc4c(c(=O)n3[nH]2)CCC4)c1 | -4% | 3% | -7%
O=S(=O)(c1ccc(F)cc1)N1CCC(O)(c2ccc3c(c2)OCO3)CC1 | -6% | 0% | 11%
COCc1cc(=O)[nH]c2cc(NC(=O)C(C)(C)CCl)c(C)cc12 | -4% | 2% | 1%
CCOc1cc(Cl)c(S(=O)(=O)NCCCn2ccnc2)cc1Cl | 2% | -1% | 1%
O=C(CN1C=NS(=O)(=O)c2ccccc21)Nc1ccccc1F | -7% | / | -2%
O=C(Nc1nnc(CSCc2ccc(Cl)cc2)s1)c1cccc([N+](=O)[O-])c1 | 1% | 1% | -14%
CCC1(c2ccc(F)cc2)NC(=O)N(CC(=O)NCC(=O)Nc2cccc(C)c2C)C1=O (stereo not given) | 1% | -25% | 3%
CCN1CCc2c(sc3c2c(NCc2ccco2)nc2nnnn23)C1 | -4% | ? | -6%
Cc1ccc2nc(-c3ccc(S(=O)(=O)N4CCOCC4)cc3)cn2c1 | -1% | 4% | /
COc1ccc(NC(C)=O)cc1S(=O)(=O)NC1CCSc2ccccc21 (stereo not given) | -7% | -3% | -2%
Cc1ccc(C(=O)NCCCN2CCOCC2)cc1N1CCCC1=O | 26% | 3% | -10%
O=C(Nc1ccncc1NC(=O)c1cccc([N+](=O)[O-])c1)c1cccc([N+](=O)[O-])c1 | -5% | 22% | -14%
CC1CCN(S(=O)(=O)c2ccc3c(c2)CCN3C(=O)Nc2ccc(Br)cc2F)CC1 | -1% | / | -1%
Cc1ccc(/C=N\NC(=O)CCc2n[nH]c(=O)[nH]c2=O)o1 | 3% | -3% | -14%
Cc1ccc(NC(=O)Cn2ncc(Cl)c(Cl)c2=O)cc1S(=O)(=O)N1CCCCC1 | -23% | / | -12%
Cn1cc(C(=O)Nc2ccccn2)c(=O)c2ccccc21 | 0% | -1% | 8%
CCC(CC)NC(=O)COC(=O)c1cc(SC)ccc1Cl | -9% | -19% | 1%
CCOC(=O)C(NC(=O)c1cccc(Cl)c1)(Nc1nnc(C)s1)C(F)(F)F (stereo not given) | 1% | -2% | -2%
Cc1cc(=O)oc2c(C)c(OCC(=O)N(C)C)ccc12 | 1% | -4% | -5%
O=c1[nH]c2ccc(NS(=O)(=O)c3ccc4ccccc4c3)cc2[nH]1 | -2% | -11% | -14%
COC(=O)[C@H](Cc1ccccc1)NC(=O)N1CCC(C)CC1 | 2% | 6% | -3%
CCCCn1c(N)c(N(CCOC)C(=O)c2ccc(N(C)S(=O)(=O)c3ccc(C)cc3)cc2)c(=O)[nH]c1=O | 1% | -4% | 0%
COCC(=O)NC1CC2CCC(C1)N2C(=S)Nc1ccccc1C(=O)OC (stereo not given) | 7% | 12% | 0%
O=C1COc2ccc(C(=O)NCc3ccco3)cc2N1 | 3% | 0% | 3%
O=C1/C(=C\c2ccco2)SC(=S)N1C1CCCCC1 | -16% | 1% | /
N=c1sccn1CC(=O)Nc1ccc(S(N)(=O)=O)cc1 | -6% | -8% | 34%[activator]
Cc1c(Cl)sn(-c2ccc(Cl)cc2)c1=O | 10µM* | 7% | ?
O=C(N/N=C/c1ccncc1)c1cc(-c2ccc(Br)s2)[nH]n1 | -18% | -19% | -22%
CCNC(=O)CSc1ncnc2sccc12 | -8% | 2% | 4%
COC(=O)c1c(C)oc2ccc(N(C(=O)c3ccncc3)S(=O)(=O)c3ccc(C)cc3C)cc12 | -4% | -13% | -13%
O=[N+]([O-])c1ccc(Oc2cccc3cccnc23)c(Cl)c1 | 2% | -4% | -15%
CCOC(=O)/C(C#N)=C/Nc1cc(C(C)(C)C)sc1C(C)=O | 1% | -12% | 22%
C=CCc1cc(C)ccc1OCCOCCC(C(=O)OCC)C(=O)OCC | 4% | 23% | -9%
Cc1noc(C)c1CN1C(=O)c2ccccc2C1=O | -3% | -2% | 19%
CCC(O)C1CCN(C(=O)c2cc(COc3ccc4ncccc4c3)on2)CC1 (stereo not given) | -7% | -1% | 15%
COc1cc(C2(O)CCCCC2C)cc(OC)c1OC (stereo not given) | -1% | 14% | -1%

# Next entries.
structure | GCN5L2 inh | N370S GC mod | FEN1 inhibitor
O=C(COC(=O)c1cc(Cl)ccc1Cl)Nc1ccc2[nH]c(=O)[nH]c2c1 | -5% | 3% | -4%
COc1ccc(C(=O)NCC(c2cccs2)N2CCOCC2)cc1OC (stereo not given) | -1% | / | 0%
COCCn1c(SCC(=O)Nc2ccc3c(c2)CCC3)nc2ccccc2c1=O | -6% | ? | 21%
COc1ccc(CN2CCNC(=O)C2CC(=O)N(C)CCC2CCOCC2)cc1OC (stereo not given) | -5% | 0% | -4%
COc1ccccc1C1=NOC(Cn2c(NCC3CCCO3)nc3c2c(=O)n(C)c(=O)n3C)C1 (stereo not given) | -4% | -2% | 0%
Cc1cccc(C(=O)OCC(=O)NC(C)CCc2ccccc2)c1 (stereo not given) | -10% | -4% | -15%
CCOC(=O)c1c(NC(C)=O)c2c3c(sc2n1Cc1nc(-c2ccccc2C)oc1C)CCCC3 | -10% | / | 16%
COC(=O)CSc1cc([N+](=O)[O-])ccc1NC(=O)OC | -11% | -3% | 8%
CN(C)c1nc(-c2ccccn2)nnc1-c1ccccc1 | -5% | -10% | 2%
COc1cc(Br)ccc1C1CC(=O)C(C)C(c2ccc(Br)cc2OC)N1 (stereo not given) | -4% | -7% | 11%
CCNC(=O)CC1C(=O)N(c2ccc(C)cc2)C(=O)N1Cc1ccc(C)cc1 (stereo not given) | -4% | / | -3%
CSc1ccccc1OC1CCN(Cc2ccccc2)CC1 | -2% | 15% | -11%
O=c1c2ccc([N+](=O)[O-])cc2ncn1CCOc1cccc(Br)c1 | -2% | -1% | 0%
CC(C)(C)c1cc(C(=O)NNC(=O)Nc2cccc(Cl)c2)n(Cc2ccccc2)n1 | -1% | ? | -8%
Cc1cc(=O)n2c(C(=O)Nc3ccc(F)c(Cl)c3)c(C(=O)Nc3cccc(C)c3C)sc2n1 | -4% | / | -4%
Cc1ccc2cc(CN(CC3CCCO3)C(=O)Nc3ccccc3F)c3nnnn3c2c1 (stereo not given) | -4% | 3% | 5%
Cc1cc(C)nc(N2CCCC(C(=O)Nc3nnc(C(C)C)s3)C2)n1 (stereo not given) | -4% | 8% | /

# 4 compounds from above, arranged by formula weight, ascending:
structure | GCN5L2 inh | N370S GC mod | FEN1 inhibitor
OC(CN1CCN(c2ccccc2)CC1)c1ccc2c(c1)CCN2 (stereo not given) | -8% | 13% | -3%
O=C(Nc1ccncc1NC(=O)c1cccc([N+](=O)[O-])c1)c1cccc([N+](=O)[O-])c1 | -5% | 22% | -14%
CCN(CC(=O)Nc1c(F)cccc1F)C(=O)CNC(=O)c1ccc2c(c1)OCO2 | 1% | 0% | -18%
COc1ccc(CN2CCNC(=O)C2CC(=O)N(C)CCC2CCOCC2)cc1OC (stereo not given) | -5% | 0% | -4%
